M1 PAM parental: counter-screen for M1 PAMs: effect in parental CHO-K1 cells; ATP EC20, Fluo-8 calcium fluorescence; 0% at ATP EC20, 100% at ATP max; activation, % at 3 µM; 0.02% of 360,000 active; AID 602247;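 active means activation above the run cutoff, the mean activation of all test compounds plus 3 SD, cut at about 40% in these data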;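 further: peak over basal fluorescence ratio in a 140 s read after ATP addition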
TAAR1 antag: human TAAR1 antagonism. inhibition, % at 3 µM. Q96RJ0. AID 624466. 1.5% of 360,000 active. CHO RD-HGA16 TAAR1, Fluo-8 calcium fluorescence, antagonist;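 active means inhibition above a per-plate cutoff, the mean inhibition of test compounds on that plate plus 3 SD, cut at about 49% in these data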;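 further: 0% = DMSO plus EC80 beta-PEA response and 100% = DMSO alone without agonist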
Target sequence (Q96RJ0 whole entry, looked up): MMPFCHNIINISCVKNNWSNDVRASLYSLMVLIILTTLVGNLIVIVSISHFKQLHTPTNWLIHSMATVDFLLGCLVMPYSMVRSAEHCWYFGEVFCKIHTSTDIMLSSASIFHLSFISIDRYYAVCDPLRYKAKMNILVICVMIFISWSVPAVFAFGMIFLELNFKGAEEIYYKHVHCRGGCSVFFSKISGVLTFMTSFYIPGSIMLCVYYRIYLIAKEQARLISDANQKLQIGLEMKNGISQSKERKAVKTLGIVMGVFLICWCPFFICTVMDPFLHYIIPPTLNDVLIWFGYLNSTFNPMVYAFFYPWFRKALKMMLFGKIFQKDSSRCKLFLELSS
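Material: RD-HGA16 CHO cells with stable hTAAR1 and Gα16; Dosing: single nominal final test compound concentration of 3 µM; Schedule: seeding 17-24 h prior, 75-min 37 °C, 30-min RT dye loading; Detection: kinetic Fluo-8 calcium fluorescence measurement; Measure: % inhibition from peak post-agonist over basal fluorescence ratio; Benchmarks: vehicle and agonist controls.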
TAAR1 agonist: agonists of human TAAR1; Q96RJ0; CHO RD-HGA16 TAAR1, Fluo-8 calcium fluorescence; vehicle wells 0%, saturating PEA agonist 100%; activation, % at 3 µM; 0.99% of 360,000 active;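 active means activation above the mean activation of all test compounds in the run plus 3 SD, cut at about 38% in these data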
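test system = CHO RD-HGA16 cells carrying human TAAR1 plus Gα16 | schedule = 17-24 h seeding, 75 min 37 °C dye, 30 min RT | compound dosing = 3 µM single concentration | control set = DMSO and PEA EC100 | replicates = n 1 | signal = Fluo-8 fluorescence, 5 s baseline then 140 s kinetic read | measure = percent activation vs PEA EC100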
M1 ag: activates human CHRM1 receptor; CHO-K1 hM1, Fluo-8 calcium fluorescence, agonist mode; 0% DMSO, 100% acetylcholine EC100; activation, % at 3 µM; 0.33% of 360,000 active; AID 588814;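 active means activation above the run's mean compound activation plus 3 SD, cut at about 16% in these data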;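 further: peak over basal fluorescence ratio within a 140 s kinetic read after compound addition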
CHRM1 antagonist: blocks human M1 muscarinic receptor; P11229; CHO-K1 hM1, Fluo-8 calcium fluorescence, ACh EC80 antagonist; inhibition, % at 3 µM; 1.3% of 360,000 active; AID 588852;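 active means percent inhibition above its own plate's cutoff, namely the mean of that plate's compound wells plus 3 SD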;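 further: peak over basal fluorescence ratio during 140 s after agonist addition; 0% = ACh EC80 plus DMSO and 100% = DMSO alone without agonist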
CHO-K1 Ca antag: counter-screen for M1 antagonists: effect in parental CHO-K1 cells | ATP-induced calcium, Fluo-8 fluorescence | inhibition, % at 3 µM | 0.6% of 360,000 active;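 active means inhibition above a per-plate cutoff, the plate's mean sample inhibition plus 3 SD, cut at about 24% in these data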;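 further: 0% = DMSO plus EC80 ATP and 100% = DMSO alone without ATP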
M1 ag parental: nonselective activator or artifact in parental CHO-K1 cells. Fluo-8 calcium fluorescence; scaled to maximal ATP response, vehicle zero. activation, % at 3 µM. 0.48% of 360,000 active. AID 602248; in the data active means activation above about 15%;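 further: untransfected CHO-K1 host cells lacking M1 receptor as counterscreen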
CHO parental Ca: counter-screen for OX1R antagonists: effect in parental CHO cells; parental CHO-K1, ATP-induced calcium, Fluo-8 fluorescence; inhibition, % at 5.6 µM; 0.63% of 330,000 active;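 active means inhibition above that plate's mean sample inhibition plus 3 SD, cut at about 26% in these data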;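 further: 0% = ATP-challenged DMSO wells and 100% = DMSO wells without ATP; some compounds past the cut are filed as inactive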
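Test system: untransfected parental CHO cell line; also added: ATP stimulus; dosing: 5.6 µM, single dose; signal: calcium-sensitive Fluo-8 fluorescence; measure: percent inhibition of ATP-evoked calcium rise, normalized to controls; benchmarks: low control ATP plus DMSO, high control DMSO only; replication: one well per compound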
OXTR potentiate: potentiates the human oxytocin receptor response | P30559 | CHO-OTR cells, Fluo-8 calcium fluorescence, potentiator mode; 0% = oxytocin EC15, 100% = EC100 | activation, % at 3 µM | 0.061% of 320,000 active;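 active means activation above that plate's cutoff, the mean activation of tested compounds plus 3 SD, cut at about 6.6% in these data, passing the limit was not always enough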;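 further: 100% uses oxytocin at 75 nM as the full agonist control; some results filed as inactive read as strong as hits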
Target sequence (P30559 whole entry, looked up): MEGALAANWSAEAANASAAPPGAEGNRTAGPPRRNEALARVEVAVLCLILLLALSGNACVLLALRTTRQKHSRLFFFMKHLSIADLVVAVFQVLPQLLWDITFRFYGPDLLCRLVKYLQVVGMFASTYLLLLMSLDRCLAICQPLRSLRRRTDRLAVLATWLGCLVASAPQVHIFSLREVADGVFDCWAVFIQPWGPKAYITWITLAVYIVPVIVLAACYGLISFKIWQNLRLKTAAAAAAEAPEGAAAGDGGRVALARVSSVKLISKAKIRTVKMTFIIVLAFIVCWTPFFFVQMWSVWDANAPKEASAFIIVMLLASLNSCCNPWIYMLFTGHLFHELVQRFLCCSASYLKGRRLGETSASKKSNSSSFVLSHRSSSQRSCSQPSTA
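Assay system: CHO cell line stably expressing human OTR. Reagent: EC15 oxytocin agonist. Dosing: single dose, 3.0 µM nominal final compound concentration. Timing: compound 6 min at room temperature before oxytocin, 100 s read. Signal: kinetic Fluo-8 calcium fluorescence. Controls: oxytocin EC15 low and EC100 high.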
An asterisk follows results filed as active; · = not tested or not shown.

Fields – M1 PAM parental, TAAR1 antag, TAAR1 agonist, M1 ag, CHRM1 antagonist, CHO-K1 Ca antag, M1 ag parental, CHO parental Ca, OXTR potentiate
CCCCN1CC(=O)N2[C@H]3c4ccc(OC)cc4OC[C@@H]3[C@H](C(=O)OCC)[C@]2(C)C1=O
→ 15, 7, 14, -2, 0, -7, 0.6, -22, -2
CCn1c(SCc2cccc(C(=O)O)c2)nnc1-c1ccccc1
→ 7, 1, 3, -3, -12, -14, -0.4, 2, -4
CC1(C)CN(c2cccc(Br)c2)C1=O
→ 6, 1, 7, -14, 2, -3, 0.2, -6, 2
COc1ccc(CN2CCN(C(=O)c3ccc(-c4ccccc4)cc3)CC2)c(OC)c1OC
→ 9, -6, 12, -9, -1, 9, 2.4, -18, -4
C[C@H]1CN([C@@H](C)CO)C(=O)CCCn2nncc2CO[C@H]1CN(C)S(=O)(=O)c1cccs1
→ 6, -20, 6, -4, -14, 2, 0.1, ·, ·
Cc1ccc(C)c(N(C)S(=O)(=O)c2ccc3c(c2)oc(=O)n3C)c1
→ -6, -18, -1, -5, -4, 2, 1.1, -3, 4
O=C(c1ccc(N2CCN(CCO)CC2)nc1)N1CCOCC1
→ 23, -1, 2, -7, -9, -10, 1.4, -2, -8
Cc1csc(NC(=O)CCCSc2nc3ccccc3s2)n1
→ 12, 19, 15, -4, -3, -10, 3.0, -9, -19
O=C(CCn1c(=S)[nH]c2ccccc2c1=O)Nc1ccc(F)cc1
→ 15, -6, 3, -2, 5, -9, 2.2, -15, -6
O=C(NCC(c1ccco1)N1CCCC1)c1ccc(S(=O)(=O)Nc2ccccc2F)cc1 (stereo not drawn)
→ -4, 14, 2, -7, 66*, 0, 3.0, -2, -5
CC(OC(=O)Cc1ccc(Br)cc1)C(=O)NC1CCCC1 (stereo not drawn)
→ 4, 18, -1, -2, -9, -6, -0.4, -10, -4
CCOC(=O)c1c(C)n(C)c2ccc(OCC(O)CNCCc3ccccc3)cc12 (stereo not drawn)
→ 4, 14, 17, -8, -8, 31*, 12, 2, -19
Cc1cn([C@H]2C[C@H](O)[C@@H](CNS(=O)(=O)c3ccc(NS(=O)(=O)N(C)C)cc3)O2)c(=O)[nH]c1=O
→ -9, -2, 2, -9, 2, 12, -0.3, ·, ·
CCOCc1[nH]c(=S)[nH]c(=O)c1Cc1ccc(OC(C)C)cc1
→ 8, 10, -1, -10, -8, -9, 0.2, -11, -2
COc1ccccc1NC(=O)c1ccc(S(=O)(=O)N(C)c2ccccc2)cc1
→ 14, -1, 0, 1, -2, -9, 1.1, -15, -5
COc1ccc(-c2cc(C(=O)N3CCOCC3)c3ccccc3n2)cc1OC
→ 24, 11, 11, -2, 4, -13, 4.3, -12, -8
Cc1cc(NC(=O)CCSc2ccccc2)no1
→ 16, -19, 9, -1, -14, -19, 1.1, 16, -18
CC(NC(=O)COC(=O)c1ccc2c(=O)n3c(nc2c1)CCCCC3)c1ccc(F)cc1 (stereo not drawn)
→ -10, -15, 2, -4, 9, 7, 2.1, ·, ·
COc1ccccc1CN1C(=O)c2ccccc2C1C(=O)NC1CCC(C)CC1 (stereo not drawn)
→ -2, -3, -2, -4, 11, -8, 0.0, -11, 1
CCOC(=O)C1CCN(C(=O)Nc2ccc3oc(C)nc3c2)CC1
→ 2, 12, 2, -4, 6, -10, 0.5, -2, 0
CC(=O)Nc1ccc(OC(=O)c2cc3cc(Br)ccc3oc2=O)cc1
→ 21, -13, 1, -4, -10, -8, 0.0, -7, 0
O=C(Cc1ccsc1)Nc1ccc2c(c1)OCO2
→ -2, -12, 2, -2, -1, -2, -0.4, -5, -3
Cc1nn(C)c(C(=O)N/N=C/c2ccccn2)c1[N+](=O)[O-]
→ 12, 11, 1, -4, -12, -3, 0.5, 21, -4
CCC(=O)c1ccc(OCC(O)Cn2nc(C)cc2C)cc1 (stereo not drawn)
→ 21, 2, 1, -2, -6, -14, 2.1, -9, -1
CCNC(=O)C1(C)CCCN1Cc1cccc(C(F)(F)F)c1 (stereo not drawn)
→ 6, -7, -2, -7, -15, 8, -0.4, ·, ·
O=C(CCSc1nnc(-c2ccco2)o1)Nc1ccccc1
→ 20, -14, 15, -2, 8, -4, 0.6, -6, -2
CCOc1ccc(/C=C/C(=O)c2cc(Br)ccc(=O)c2O)cc1
→ 11, 32, 9, -4, 10, 7, 5.4, 4, -4
CC(=O)CCN1C(=O)NC2(CCCc3ccccc32)C1=O (stereo not drawn)
→ -17, -14, 1, -2, -13, -20, 0.7, 11, -2
O=C(CSCc1ccccc1Br)NC1CC1
→ 19, -3, 1, -6, -7, -8, -0.1, 1, 2
Cc1ccc(-n2ncc3c2CCCC3NC(=O)CCCN2CCCCC2=O)cc1C (stereo not drawn)
→ -4, -9, -1, -4, -15, -4, 0.7, -17, -8

Sorted by length of the SMILES (highest first): part of the list above.
Fields – M1 PAM parental, TAAR1 antag, TAAR1 agonist, M1 ag, CHRM1 antagonist, CHO-K1 Ca antag, M1 ag parental, CHO parental Ca, OXTR potentiate
Cc1cn([C@H]2C[C@H](O)[C@@H](CNS(=O)(=O)c3ccc(NS(=O)(=O)N(C)C)cc3)O2)c(=O)[nH]c1=O
→ -9, -2, 2, -9, 2, 12, -0.3, ·, ·
CCCCN1CC(=O)N2[C@H]3c4ccc(OC)cc4OC[C@@H]3[C@H](C(=O)OCC)[C@]2(C)C1=O
→ 15, 7, 14, -2, 0, -7, 0.6, -22, -2
COc1ccc(-c2cc(C(=O)N3CCOCC3)c3ccccc3n2)cc1OC
→ 24, 11, 11, -2, 4, -13, 4.3, -12, -8
CC(=O)Nc1ccc(OC(=O)c2cc3cc(Br)ccc3oc2=O)cc1
→ 21, -13, 1, -4, -10, -8, 0.0, -7, 0

More entries:
Fields – M1 PAM parental, TAAR1 antag, TAAR1 agonist, M1 ag, CHRM1 antagonist, CHO-K1 Ca antag, M1 ag parental, CHO parental Ca, OXTR potentiate
CCN(CC(=O)Nc1ccc(C(C)=O)cc1)CC(=O)Nc1ccccc1C(F)(F)F
→ -8, 6, 1, -3, -12, -17, 0.7, -20, -5
O=C(O)CCn1c(SCCOc2ccccc2F)nc2ccccc21
→ -6, -17, -1, -2, -12, -1, 0.5, ·, ·
CCC(=O)N1CCCC1(C)C(=O)Nc1ccc2scnc2c1 (stereo not drawn)
→ -15, -15, 2, 6, 10, 9, -0.5, ·, ·
O=C(Cn1cc(F)c(=O)[nH]c1=O)c1ccco1
→ 4, -40, 2, -1, -8, -14, 0.5, ·, ·
O=C(CN1CCCC1)Nc1ccc(OC(F)(F)F)cc1
→ 14, -10, 2, -6, -12, -10, 0.5, 2, -6
CCOc1ccc(NC(=O)CCN2CCN(S(=O)(=O)c3ccc(F)cc3)CC2)cc1
→ -1, -18, 3, 0, 1, -15, 4.7, -6, -4
C#CCn1c(=O)c2c(ncn2C)n(C)c1=O
→ -8, 4, 4, 0, -27, 4, -0.1, 4, -8
Cc1cc(C)c(S(=O)(=O)Nc2ccc3c4c(cccc24)CC3)c(C)c1
→ 24, 34, 1, -3, 5, -17, 2.0, -18, -16
Cc1cccc(N2CCN(C(=O)c3ccnn3C)CC2)c1C
→ 27, -29, 1, -4, -11, -7, 2.2, -9, -2
Cc1ccc(-c2nc3c(Cl)cc(Cl)cc3c(=O)n2O)cc1
→ 17, 39, 80*, 9, -19, -13, -0.5, 13, -21
Cc1ccc(N(CC(=O)NC(C)(C)C)C(=O)CNC(=O)c2cccs2)cc1
→ 7, 6, 6, -4, -4, -6, 0.1, -17, 1
CCOC(=O)C1CCCN(Cc2ccccc2C)C1 (stereo not drawn)
→ 15, 4, 8, -8, -3, -12, 0.3, 13, -3
O=C(c1ccc(F)cc1)N1CCN(c2ccc([N+](=O)[O-])cc2-n2cccc2)CC1
→ -11, -7, 8, -2, 0, -2, 0.8, -11, -8
CC(C)OCC(O)Cn1c(N2CCCC2)nc2c1c(=O)[nH]c(=O)n2C (stereo not drawn)
→ 6, -9, -2, 1, -23, -14, 0.5, -17, 4
CC1CN(S(=O)(=O)c2ccc(C(=O)Nc3ccccc3F)cc2)CC(C)O1 (stereo not drawn)
→ 21, 9, 11, 0, -3, -16, 0.6, -2, -6
Cc1ccc(-n2nc(C)c3c2OC(N)=C(C#N)C3c2ccncc2)cc1 (stereo not drawn)
→ 7, 10, 5, -2, -12, 0, 0.0, -10, -4
COc1ccc(/C=C2\SC(=S)N(CCCC(=O)Nc3cc(C)on3)C2=O)cc1OC
→ 1, -8, -1, -2, -6, -13, 0.1, -9, -8
COc1ccc(OC2C(=O)N(CCc3ccc(OC)c(OC)c3)C2c2ccc3c(c2)OCO3)cc1 (stereo not drawn)
→ 15, 57*, 6, -2, 11, -8, 3.5, -4, -10
CC(C)Nc1nc2cccnc2s1
→ 12, -36, 0, -2, 11, -11, 4.3, -2, -5
Cc1csc(NC(=O)c2ccc(C)c([N+](=O)[O-])c2)n1
→ 7, -4, -1, -8, 15, 2, 7.3, -5, -4
OCCN(Cc1ccccc1)CC1CC2C=CC1C2 (stereo not drawn)
→ 17, 3, 1, -7, 10, 2, 0.2, -15, -6
O=C(Cn1cnc([N+](=O)[O-])c1)NC1CCCC1
→ -15, -8, 2, 2, 1, 13, 0.4, -4, -7
O=C(NNS(=O)(=O)c1ccc([N+](=O)[O-])cc1)c1ccccc1
→ 30, 17, -1, -4, -13, -18, 0.6, ·, ·
CCN(CC)CC#CCC(O)(c1ccccc1)c1ccc(Br)cc1 (stereo not drawn)
→ 16, -5, 6, -4, 92*, -10, 4.4, -17, -15

Quoted at random: two records from the list
Fields – M1 PAM parental, TAAR1 antag, TAAR1 agonist, M1 ag, CHRM1 antagonist, CHO-K1 Ca antag, M1 ag parental, CHO parental Ca, OXTR potentiate
CC1(C)CN(c2cccc(Br)c2)C1=O
→ 6, 1, 7, -14, 2, -3, 0.2, -6, 2
C[C@H]1CN([C@@H](C)CO)C(=O)CCCn2nncc2CO[C@H]1CN(C)S(=O)(=O)c1cccs1
→ 6, -20, 6, -4, -14, 2, 0.1, ·, ·

Some of the entries so far, with bars between the fields:
canonical_smiles | M1 PAM parental | TAAR1 antag | TAAR1 agonist | M1 ag | CHRM1 antagonist | CHO-K1 Ca antag | M1 ag parental | CHO parental Ca | OXTR potentiate
O=C(O)CCn1c(SCCOc2ccccc2F)nc2ccccc21 | -6 | -17 | -1 | -2 | -12 | -1 | 0.5 | · | ·
O=C(Cn1cnc([N+](=O)[O-])c1)NC1CCCC1 | -15 | -8 | 2 | 2 | 1 | 13 | 0.4 | -4 | -7

Screens from PubChem BioAssay.
